human PMI inhibitors: human PMI inhibitors, high substrate, primary screen, biochemical, fluorescence intensity, high mannose 6-phosphate (AID 1220); recombinant PMI enzyme, coupled fluorescence intensity; higher % means a stronger effect; one-dose inhibition, % at 20 µM; IC50 in µM for titrated hits; 190,000 compounds, 0.66% hits
Large T inhibition: TAg ATPase/helicase activity blockers – biochemical (AID 1903); 310,000 compounds, 0.39% hits; SV40 large T antigen ATPase/helicase inhibition assay; higher % means a stronger effect; one-dose inhibition, % at 20 µM; IC50 in µM for titrated hits; in the data active means a potency from the dose series; inconclusive means inhibition mostly from about 32% at the one dose, without a potency; inactive means the rest, 99 in 100 with inhibition below about 32%; further: strong numbers were not always called active
RSV CPE inhibition: RSV antiviral activity via CPE protection, HEp-2 cells, primary 10 µM value included (AID 2391). HEp-2 cells, RSV-induced CPE inhibition; higher % means a stronger effect. one-dose CPE inhibition, % at 10 µM; IC50 in µM for titrated hits. 310,000 compounds, 0.13% hits; in the data active means a potency from the dose series; inconclusive means CPE inhibition mostly from about 23% at the one dose, without a potency; inactive means the rest, 99 in 100 with CPE inhibition below about 21%; further: strong numbers were not always called active
West Nile virus CPE: West Nile virus antiviral activity, cell-based, CPE readout (AID 1621) | West Nile virus-infected cells, CPE inhibition; higher % means a stronger effect | CPE inhibition, % at 10 µM, or IC50 in µM where a hit was titrated | 290,000 compounds, 0.02% hits; in the data active means a potency from the dose series; inconclusive means CPE inhibition mostly from about 3.7% at the one dose, without a potency; inactive means the rest, 99 in 100 with CPE inhibition below about 2.2%; further: strong numbers were not always called active
Ins promoter up: MIN6 insulin promoter up-regulation. MIN6 insulin promoter-GFP reporter, high-content imaging; stronger effect = higher value. z-score at 5 µM. 190,000 compounds, 0.3% hits;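 active means z-score above 3 at 5 µM with at least 500 cells counted in the well; inconclusive means wells under 500 cells, flagged as cytotoxic or low count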
TNAP activators: human TNAP enzyme activators, primary screen, biochemical, luminescent, no phosphate acceptor, uHTS (AID 1001). purified TNAP, luminescent activation assay, no phosphate acceptor; higher activation fold means a stronger effect. one-dose activation fold at 20 µM; EC50 in µM for titrated hits. 200,000 compounds, 0.03% hits; in the data active means activation fold from about 3, or a potency from the dose series; inactive means the rest, 99 in 100 with activation fold below about 1.6; further: many of its hits are not listed in these tables
Salmonella PhoP GFP: PhoP-dependent GFP reporter repression – Salmonella Typhimurium, primary screen (AID 1863); S. Typhimurium PhoP-regulated promoter GFP reporter, 4 h; higher % means a stronger effect; one-dose inhibition, % at 50 µM; IC50 in µM for titrated hits; 300,000 compounds, 0.16% hits;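 active means inhibition over 29.93%, a cutoff 3 SD above the screen mean, later confirmed by dose response; inconclusive means inhibition over 29.93% but no dose response follow-up; inactive means inhibition at most 29.93% or unconfirmed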;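 further: 0% = low Mg2+ inducing control and 100% = high Mg2+ repressing control; strong numbers were not always called active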
human PMI inhibition: MPI enzyme activity inhibition – biochemical, fluorescence intensity, coupled assay, primary screen (AID 1209). 190,000 compounds, 0.42% hits. inhibition, % at 20 µM, or IC50 in µM where a hit was titrated. purified PMI enzyme, coupled fluorescence intensity; higher % means a stronger effect;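 further: plate controls were DMSO vehicle for no effect and wells lacking substrate for full effect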
CSM14.1 death rescue: rescue of cells from ER stress-induced death, primary screen, 384-well, CSM14.1, thapsigargin, ATP luminescence (AID 1222). CSM14.1 thapsigargin-induced death rescue, ATP luminescence; higher % means a stronger effect. cellular ATP content (survival), % at 20 µM; hits with a dose series show EC50 in µM. 190,000 tested, under 10 active;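 active means EC50 below 50 µM in the dose-response confirmation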;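 further: death triggered by thapsigargin at about 15 µM added after 2 h compound pretreatment; cell ATP read after overnight thapsigargin exposure of roughly 18 to 22 hours; normalized against plate controls of thapsigargin alone and 5% DMSO vehicle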
Ins promoter up cell count: also measured in Ins promoter up; calls as there; cell count; measured here: cytotoxicity, nuclei count;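 total cells summed across four imaged fields per well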
An asterisk follows results filed as active; ? = inconclusive; . = not tested or not shown. Unless noted, no stated cut-off is given here; in the data, active means inhibition above about 50%; inactive means the rest.

SMILES	human PMI inhibitors	Large T inhibition	RSV CPE inhibition	West Nile virus CPE	Ins promoter up	Ins promoter up cell count	TNAP activators	Salmonella PhoP GFP	human PMI inhibition	CSM14.1 death rescue
O=C(CN1C2=NCCN2c2ccccc21)c1ccc(Br)cc1	-9%	-1%	0.4%	0.2%	-0.36	1044	0.9	-3%	-17%	3.5%
O=C(CSc1nnc(NC(=O)c2c(F)cccc2F)s1)Nc1ccccc1F	.	11%	18%	0.9%	.	.	.	-7%	.	.
Cc1ccc(N/C=C/C(=O)c2sc(-c3ccccc3)nc2C)cc1	27%	1%	0.9%	-0.5%	-0.14	1210	0.9	-35%	14%	-2.8%
NC(=O)C1CCN(C(=O)CSc2nc3ccccc3o2)CC1	4%	11%	.	.	-0.34	1870	1	3%	3%	-1.8%
O=C(N/N=C/c1ccccc1[N+](=O)[O-])c1ccc2nc[nH]c2c1	.	19%	0.2%	0.1%	-0.11	1450	.	4%	.	.
O=C(CN1C(=O)CSc2ccccc21)N1CCc2ccccc21	16%	4%	2.1%	.	-0.2	1226	1.1	14%	14%	.
COc1ccc(NC(=O)c2cc(=O)[nH]c(=O)[nH]2)cc1S(=O)(=O)Nc1ccccc1Cl	13%	11%	-0.2%	0.5%	0.69	1339	1	-1%	6%	-0.5%
Cn1cccc1Cc1nnc(SCC(=O)Nc2ccc3c(c2)OCCO3)n1-c1ccc(F)cc1	-1%	2%	0.2%	-0.5%	-1.1	1020	1	3%	4%	.
CC1CCN(C(=O)CC#N)CC1	.	4%	1.5%	0.3%	0.84	1502	.	-6%	.	.
COc1ccc(C(O)(CCN2CCOCC2)c2ccccc2)cc1 (centres undefined)	.	6%	0.4%	0.1%	.	.	.	0%	.	.
CC(=O)N(OCc1ccc(OC(C)C)c(Cl)c1)C(C)=O	.	10%	3.7%	0.8%	-0.14	1050	.	-9%	.	.
COc1ccc(N2CN=C3SCC(=O)N3C2)cc1	36%	6%	3.2%	0.4%	.	.	1	3%	14%	-5.2%
CCOC(=O)C(CC)Sc1nnc2c3cc(C)ccc3n(C)c2n1 (centres undefined)	9%	-2%	?	-0.3%	-0.22	1197	1	0%	10%	-1.3%
CCCCc1nnc(NC(=O)CN2C(=O)NC3(CCCCC3)C2=O)s1	.	17%	3.1%	-0.1%	.	.	.	9%	.	.
O=C(CN1C(=O)c2ccc(Br)cc2C1=O)NCC1CCCO1 (centres undefined)	.	-9%	0.1%	-0.4%	.	.	.	5%	.	.
CCS(=O)(=O)Nc1cccc(-c2ccc3nnc(-c4cccnc4)n3n2)c1	.	2%	3.7%	1.9%	.	.	.	6%	.	.
COc1ccc(-c2noc(C3CCCN(C(=O)c4cccc(F)c4)C3)n2)cc1 (centres undefined)	.	30%	10%	-1.8%	.	.	.	-4%	.	.
COCCNC(=O)Cn1c(=O)n(Cc2ccc(C(=O)NCCc3ccc(OC)c(OC)c3)cc2)c(=O)c2ccccc21	-2%	4%	-0.6%	1.1%	-0.3	1371	1.1	-5%	4%	9.4%
COc1ccc(OC)c(/C=C2\NC(=O)NC2=O)c1	.	5%	1.6%	-0.8%	.	.	.	8%	.	.
O=C(NCCc1ccccc1)C1CCCN1S(=O)(=O)c1ccc(Cl)cc1 (centres undefined)	.	-3%	2.2%	1.0%	.	.	.	2%	.	.
Cc1nc2cc(NC(=O)Nc3ccccc3Cl)ccc2n1C	10%	-3%	-0.3%	-0.2%	-0.81	1458	1	-6%	14%	-4.2%
O=C(NCc1ccccn1)c1ccc(Cl)c(S(=O)(=O)N2CCOCC2)c1	.	5%	1.0%	-0.6%	.	.	.	-1%	.	.
C=CCCN([C@@H](C)C(=O)OC)S(=O)(=O)c1ccccc1Br	.	12%	3.2%	-0.5%	-0.5	1197	.	2%	.	.
CC(C)CC(c1nnnn1Cc1ccc(F)cc1)N1CCC(C(N)=O)CC1 (centres undefined)	6%	2%	-0.4%	-0.7%	0.98	1318	1.1	8%	4%	2.0%
CCN(Cc1cc(=O)n2ccsc2n1)Cc1nc2ccccc2c(=O)[nH]1	-4%	4%	0.9%	0.0%	0.33	1237	1.6	-10%	-12%	0.6%
O=C(COc1ccccc1[N+](=O)[O-])Nc1ccc(Br)cc1	.	2%	1.1%	0.2%	-0.14	1473	.	-3%	.	.
S=C1SCN(Cc2ccccn2)CN1Cc1ccco1	31%	31%	-1.5%	-0.6%	0.24	1478	1.1	-4%	45%	-1.5%
Cc1cccc(N(CC(=O)NC(C)(C)C)C(=O)CNC(=O)c2cccs2)c1C	.	17%	1.1%	-0.1%	-0.29	1006	.	-1%	.	.
O=C(COc1ccccc1Cl)NC(=O)NC1CCCC1	3%	19%	-0.7%	0.2%	0.34	986	1.1	-11%	3%	1.3%
COc1ccc(-c2nc3scc(-c4ccccc4)n3n2)cc1	6%	-1%	1.9%	-0.6%	-1.3	1202	1.1	4%	6%	1.0%
COc1ccc(/C=C/C(=O)O)cc1S(=O)(=O)N1CCC(C)CC1	.	3%	-0.7%	0.3%	-0.09	1031	.	-12%	.	.
C=CCN(c1cccc(C(F)(F)F)c1)S(=O)(=O)c1cccc(C(=O)OCC(=O)Nc2ccccc2)c1	15%	-8%	2.9%	-0.3%	0.34	1404	1	26%	14%	3.8%
CCOC(=O)Nc1c2ccccc2nc2ccccc12	.	8%	1.8%	-0.4%	0.35	1042	.	-3%	.	.
Cc1cc(OC(=O)c2cc(Cl)nc3ccccc23)ccc1Cl	-2%	13%	0.7%	0.3%	.	.	1.1	4%	-4%	-4.7%
CC(C)CCNC(=O)c1ccc(-n2cnc3cccnc32)cc1	.	4%	5.2%	-1.2%	.	.	.	-4%	.	.
CNC(=O)COC(=O)/C=C/c1ccc(F)cc1	3%	72%	2.1%	-0.1%	1.3	1306	1	8%	-2%	-0.4%
C=CCN1C(=O)C2C(C(=O)NC3CCCC3)C3C=CC2(O3)C1C(=O)NC1CCCC1 (centres undefined)	.	5%	2.6%	-0.8%	.	.	.	2%	.	.
CC(=O)Cc1nsc(NC(=O)c2ccc(-c3ccc(Cl)cc3Cl)o2)n1	-9%	10%	4.9%	-0.3%	-0.11	1049	1.1	-15%	-6%	-1.8%
O=C(CSc1nnc(CCc2nc3ccccc3[nH]2)n1-c1ccccc1)NCc1ccco1	5%	19%	0.5%	0.6%	0.65	1284	1.1	-5%	6%	2.2%
COc1cc(S(=O)(=O)NCc2ccc(F)cc2)ccc1-n1cnnn1	.	2%	-0.1%	-0.2%	.	.	.	5%	.	.
COc1ccc(C(C)NC(=O)c2ccccc2)cc1 (centres undefined)	1%	13%	1.2%	-0.6%	-0.23	892	1.1	-3%	0%	-1.8%
COc1ccc2ccc(O)c(CN(C)CC(=O)Nc3ccccc3C(F)(F)F)c2c1	.	11%	2.1%	-1.0%	.	.	.	0%	.	.
COc1ccc(CSc2nc3ccccc3c(=O)[nH]2)cc1F	-7%	20%	3.2%	-0.4%	0.42	1552	1.1	1%	-6%	2.3%
Cc1ccc(NC(=O)CCSc2ccccc2)c(C)c1	44%	-1%	1.6%	-0.3%	.	.	1	-2%	11%	0.6%
Cc1ccc(S(=O)(=O)N(C)c2ccc(C(=O)Nc3cccc(C)n3)cc2)cc1	.	14%	5.2%	-0.3%	.	.	.	0%	.	.
CCN(CC(=O)NC1CCS(=O)(=O)C1)Cc1nc2c(Br)cc(Br)cc2c(=O)[nH]1 (centres undefined)	1%	6%	-0.3%	0.1%	-0.79	1522	1.5	5%	3%	-0.3%
CC(C)(C)c1cc(CP(=O)(c2ccccc2)c2ccccc2)cc(C(C)(C)C)c1O	.	-2%	2.2%	-0.5%	.	.	.	5%	.	.
CC(C)C[C@H](NC(=O)C1CCC(CNC(=O)[C@@H]2CCCN2C(=O)OC(C)(C)C)CC1)C(=O)O (some centres undefined)	.	2%	1.1%	0.0%	.	.	.	3%	.	.
Cc1cc(C)n2c(SCC(=O)N(CC(C)C)c3c(N)n(CC(C)C)c(=O)[nH]c3=O)nnc2n1	-22%	13%	-0.3%	-0.2%	0.33	1253	1	10%	-12%	-0.9%
COc1ccc(-n2nc(C(=O)O)nc2-c2ccccc2)cc1	-5%	2%	1.0%	-0.2%	-0.28	873	1.1	0%	0%	-1.1%
CCc1cc(=O)oc2cc(C)cc(OCC(=O)NCc3cccnc3)c12	.	5%	2.0%	0.0%	.	.	.	-2%	.	.
NC(=O)CC12CC3CC(C1)CC(CC(N)=O)(C3)C2	2%	10%	-0.3%	-0.1%	.	.	1.1	-4%	10%	1.3%
O=C(O)c1cc(-c2ccccc2)nn1CC1CC(c2cccnc2)=NO1 (centres undefined)	.	31%	2.0%	0.9%	.	.	.	2%	.	.
CN(C)CCNC(=O)/C(=C/c1cccc([N+](=O)[O-])c1)NC(=O)c1ccccc1	-10%	3%	0.0%	-0.6%	-0.15	1450	1.1	17%	-10%	-2.4%
C=CCn1c(SCC(=O)Nc2cc(C)on2)nnc1C1COc2ccccc2O1 (centres undefined)	-9%	5%	3.4%	-0.1%	-0.75	1207	1.1	0%	-7%	-12%
COc1ccccc1NS(=O)(=O)c1ccc(O)c(C(=O)OCC(=O)N2CCc3ccccc32)c1	.	16%	0.6%	0.0%	-0.83	960	.	-10%	.	.
Cc1ccc2[nH]c(SCC(=O)N3CCOCC3)nc2c1C	4%	21%	0.1%	-0.1%	0.01	965	1.1	-5%	11%	-0.4%
CC(=O)COc1ccc2c(C)c(-c3ccccc3)c(=O)oc2c1	-2%	4%	16%	-0.8%	-0.19	1167	1.1	1%	1%	.
COc1ccccc1NC(=O)C1=C(C)Nc2nc3ccccc3n2C1c1cccs1 (centres undefined)	2%	11%	2.6%	-0.4%	0.96	862	1.1	6%	6%	0.2%
CCOC(=O)C1Nc2ccc(Br)cc2C2C=CCC12 (centres undefined)	.	7%	3.1%	-0.6%	.	.	.	11%	.	.

As a short view, some entries already given.
SMILES	human PMI inhibitors	Large T inhibition	RSV CPE inhibition	West Nile virus CPE	Ins promoter up	Ins promoter up cell count	TNAP activators	Salmonella PhoP GFP	human PMI inhibition	CSM14.1 death rescue
COc1ccc(/C=C/C(=O)O)cc1S(=O)(=O)N1CCC(C)CC1	.	3%	-0.7%	0.3%	-0.09	1031	.	-12%	.	.
C=CCN(c1cccc(C(F)(F)F)c1)S(=O)(=O)c1cccc(C(=O)OCC(=O)Nc2ccccc2)c1	15%	-8%	2.9%	-0.3%	0.34	1404	1	26%	14%	3.8%

Carrying on:
SMILES	human PMI inhibitors	Large T inhibition	RSV CPE inhibition	West Nile virus CPE	Ins promoter up	Ins promoter up cell count	TNAP activators	Salmonella PhoP GFP	human PMI inhibition	CSM14.1 death rescue
C=CCc1cccc(/C=N/NC(=O)c2ccccc2OC)c1O	-6%	2%	4.3%	-1.1%	.	.	1.8	-1%	2%	0.6%
COc1ccc(/C=N/NC(=O)C(O)(c2ccccc2)c2ccccc2)cc1OC	18%	24%	3.9%	-0.4%	-0.13	1207	1	5%	6%	-1.5%
CCc1ccc(-c2cc(C)no2)cc1S(=O)(=O)N1CCC(C)CC1	.	6%	18%	0.0%	.	.	.	-10%	.	.
C=CCc1c(C)nc(SCCC)[nH]c1=O	-2%	6%	2.3%	1.5%	0.15	969	1	14%	-8%	-0.4%

Hits appear at their usual frequency (roughly 1.5% active in at least one column).
